Sm TGR block: blocks Schistosoma mansoni thioredoxin glutathione reductase; Q962Y6; purified TGR, DTNB reduction, TNB absorbance 405 nm; Potency, µM (titrated, usually from 114 µM), for inactives: at the top dose activity change, negative = inhibition, usual class: inhibitors; 360,000 compounds, 3% hits; AID 485364; note: potency is the fitted concentration of half-maximal effect; nearly all actives have a fitted effect of over 60% in size
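First, TGR (20 nM dispensed) and NADPH were mixed with compound. Second, a 15 min room-temperature incubation followed. Third, further NADPH and then DTNB were added to start the reaction. Finally, TNB absorbance was monitored kinetically.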
AmpC detergent: AmpC beta-lactamase inhibition with detergent present | P00811 | 370,000 compounds, 0.041% hits | AmpC hydrolysis of nitrocefin, absorbance 480 nm, 0.01% Triton | Potency, µM (top dose mostly 114 µM), without a hit: at the top dose activity change, negative = inhibition, hits mostly inhibitors | AID 485294;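 note: potency is the fitted concentration of half-maximal effect; 0% = no-compound wells and -100% = no-enzyme wells; nearly all actives have a fitted effect of over 25% in size; some results filed as inactive show a strong effect at the top dose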
Target sequence (P00811 whole entry, looked up): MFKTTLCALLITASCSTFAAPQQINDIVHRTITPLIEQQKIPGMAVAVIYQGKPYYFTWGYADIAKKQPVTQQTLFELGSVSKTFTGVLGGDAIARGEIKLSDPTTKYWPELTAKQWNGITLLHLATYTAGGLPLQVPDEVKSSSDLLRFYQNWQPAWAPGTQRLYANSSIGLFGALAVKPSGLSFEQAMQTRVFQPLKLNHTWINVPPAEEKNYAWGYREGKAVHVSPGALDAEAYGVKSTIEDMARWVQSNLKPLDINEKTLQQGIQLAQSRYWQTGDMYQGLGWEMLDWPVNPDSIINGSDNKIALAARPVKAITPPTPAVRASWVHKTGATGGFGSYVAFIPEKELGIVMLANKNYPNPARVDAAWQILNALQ
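AmpC (5.3 nM in the dispensed reagent) in 20 mM phosphate pH 7.0 with 0.01% (detergent screen) or 0.0001% Triton X-100 was preincubated with compounds for 15 min at room temperature. Nitrocefin was then added from an 800 uM solution, and hydrolysis was followed at 480 nm.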
HCMV antiviral: inhibitors of human cytomegalovirus; HFF cells, HCMV-luciferase reporter, 72 h; hits give low values; activity change, negative = inhibition, % at 57.5 µM; 410,000 compounds, 4.5% hits; in the data active = activity change below about -60%; inconclusive = no clear call, values can overlap the other calls; inactive = above about -39%
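Two-dose cell screen: HFF monolayers treated with compounds and infected with luciferase-expressing HCMV at 1 PFU/cell, 72 h at 37C, then lysed for luciferase measurement.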
LmPK inh: inhibitors of Leishmania mexicana pyruvate kinase. Potency, µM (top dose mostly 57.5 µM), without a hit: at the highest dose activity change, negative = inhibition, actives largely listed as inhibitors. Q27686. AID 1721. 290,000 compounds, 0.37% hits. purified LmPK, Kinase-Glo ATP luminescence, 1 h; note: potency is the fitted concentration of half-maximal effect
Target sequence (Q27686 whole entry, looked up): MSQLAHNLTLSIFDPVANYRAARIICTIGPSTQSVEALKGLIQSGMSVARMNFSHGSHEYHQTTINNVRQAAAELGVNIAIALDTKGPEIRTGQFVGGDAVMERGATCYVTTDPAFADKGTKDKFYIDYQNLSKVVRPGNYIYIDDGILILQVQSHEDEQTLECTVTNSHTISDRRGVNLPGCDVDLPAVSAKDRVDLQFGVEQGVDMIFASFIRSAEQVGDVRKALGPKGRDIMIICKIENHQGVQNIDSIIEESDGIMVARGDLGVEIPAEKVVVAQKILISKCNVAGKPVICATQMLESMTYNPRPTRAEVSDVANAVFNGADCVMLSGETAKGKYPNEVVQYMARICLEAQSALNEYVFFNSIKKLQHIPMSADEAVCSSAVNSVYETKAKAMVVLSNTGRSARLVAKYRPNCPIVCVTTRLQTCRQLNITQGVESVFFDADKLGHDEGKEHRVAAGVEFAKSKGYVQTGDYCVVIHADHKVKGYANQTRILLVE
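qHTS format; LmPK 0.1 nM; substrates PEP 0.5 mM and ADP 0.1 mM. One-hour room-temperature incubation, then coupled luciferase luminescence; 0.5 nM enzyme wells mark activation.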
TbPYK inhibitor: blocks Trypanosoma brucei pyruvate kinase | Q57TT1 | TbPYK enzyme, Kinase-Glo Plus ATP luminescence, 45 min | Potency, µM (series often up to 76.8 µM), for inactives: top-dose activity, negative = inhibition, most hits filed as inhibitors | 410,000 compounds, 0.12% hits | AID 624173; note: potency is the fitted concentration of half-maximal effect; nearly all actives have a fitted effect of over 50% in size
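Enzyme and substrate buffer are dispensed first and compound is pin-transferred. ADP at 130 uM final then starts the reaction, which runs 45 min at room temperature. Detection reagent is added for 10 min before luminescence is imaged.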
AmpC no deterg: inhibitors of E. coli AmpC beta-lactamase without detergent. 330,000 compounds, 0.52% hits. P00811. AID 485341. AmpC nitrocefin hydrolysis, absorbance 480 nm, 0.0001% Triton. Potency, µM (doses to about 57.1 µM), for the others: top-dose activity change, negative = inhibition, hits mostly inhibitors;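 note: potency is the fitted concentration of half-maximal effect; plate controls were no compound for no effect and no enzyme for full effect; nearly all actives have a fitted effect of over 20% in size; some results filed as inactive show a strong effect at the top dose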
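AmpC (5.3 nM in the dispensed reagent) in 20 mM phosphate pH 7.0 with 0.01% (detergent screen) or 0.0001% Triton X-100 was preincubated with compounds for 15 min at room temperature. Nitrocefin was then added from an 800 uM solution, and hydrolysis was followed at 480 nm.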
AMA1 RON2 block: inhibitors of Plasmodium falciparum AMA1-RON2 interaction; 360,000 compounds, 0.2% hits; AlphaScreen AMA1-biotinylated RON2 peptide binding; Potency, µM (doses to about 58.2 µM), for inactives: at the top dose activity change, negative = inhibition, hits mostly inhibitors;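 note: potency is the fitted concentration of half-maximal effect; 0% = vehicle wells and -100% = peptide control; nearly all actives have a fitted effect of over 45% in size; some results filed as inactive show a strong effect at the top dose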
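AMA1 (3D7) with his tag at 25 nM final met compounds first, then biotinylated RON2 peptide at 25 nM; detection used donor plus acceptor beads, 10 µg/mL apiece, read by AlphaScreen after 30 min at room temperature.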
Numbers without * were called inactive; [ ] = dose if it differs, or a comment. Unless noted, calls come from the whole dose curve; as a rule, active = well fitted curve in the direction sought with a large enough effect; inconclusive = small, poorly fitted or top-dose-only effect, or another doubt; inactive = no such curve, though single readings can be large; an effect the other way counts as inactive or inconclusive. Unless noted, % is set by controls: 0 for no effect and ±100 for the full control effect.

CCCNC(=O)c1cc(C2CCCN(C(=O)c3ccc(NC(C)=O)cc3)C2)on1 (centres undefined) was read as HCMV antiviral -31, TbPYK inhibitor 6% and AMA1 RON2 block -9%.
`CC(C)c1ccc2[nH]c3nc(SCC(=O)N4CCOCC4)nnc3c2c1` gave Sm TGR block -20%, AmpC detergent -6%, HCMV antiviral 70, LmPK inh 3%, TbPYK inhibitor -7%, AmpC no deterg 10% and AMA1 RON2 block 9%.
`CNC(=S)N(CCCN(C)C)Cc1cc2cc3c(cc2[nH]c1=O)OCCO3` gave Sm TGR block inconclusive, AmpC detergent inconclusive, HCMV antiviral 15, LmPK inh 21%, TbPYK inhibitor -11%, AmpC no deterg -13% and AMA1 RON2 block 0%.
Screening CCc1ccccc1NC(=O)c1cc(S(=O)(=O)N(CC)c2ccccc2)ccc1F returned Sm TGR block -4%, AmpC detergent -4%, HCMV antiviral inconclusive and TbPYK inhibitor 0%.
For COc1cc(/C=N/NC(=O)c2ccncc2)ccc1OCC(=O)Nc1ccccc1 the results were Sm TGR block -13%, AmpC detergent -5%, HCMV antiviral 39, LmPK inh 0%, TbPYK inhibitor 1%, AmpC no deterg -12% and AMA1 RON2 block 33%.
Screening Cc1ccnc2c1ccc1c(C)ccnc12 returned Sm TGR block inconclusive, AmpC detergent -8%, TbPYK inhibitor -1%, AmpC no deterg 5% and AMA1 RON2 block -85%.
Screening O=C(NCC(=O)N(Cc1cccs1)C(C(=O)NC1CCCC1)c1ccco1)c1cccs1 (centres undefined) returned Sm TGR block 1%, AmpC detergent -13%, HCMV antiviral 13, LmPK inh -5%, TbPYK inhibitor -1%, AmpC no deterg -30% and AMA1 RON2 block 14%.
CCc1ccc(OCCSc2nc(-c3cccc(C)c3)nc3cc(=O)[nH]n23)cc1 was read as Sm TGR block 9%, AmpC detergent 2%, HCMV antiviral 14 and TbPYK inhibitor 0%.
`Cc1ccccc1OCCCC(=O)Nc1ccc(S(=O)(=O)Nc2onc(C)c2C)cc1` gave Sm TGR block -16%, AmpC detergent -2%, HCMV antiviral -17, LmPK inh -2%, TbPYK inhibitor 6%, AmpC no deterg -27% and AMA1 RON2 block -5%.
O=C(CNC(=O)c1cccs1)N/N=C/c1ccc(O)cc1O was read as Sm TGR block -2%, AmpC detergent -14%, HCMV antiviral -3, LmPK inh 0%, TbPYK inhibitor 5%, AmpC no deterg -31% and AMA1 RON2 block 81%[activator].
O=C(CSc1nc2scc(-c3ccccc3)c2c(=O)[nH]1)N1CCCCC1 was read as Sm TGR block 4%, AmpC detergent -3%, HCMV antiviral -9, LmPK inh 3%, TbPYK inhibitor 2%, AmpC no deterg -6% and AMA1 RON2 block -7%.
Screening COc1ccc(OC)c(NC(=O)C(Sc2ccccc2)c2ccccc2)c1 (centres undefined) returned Sm TGR block 38%[activator], AmpC detergent 6%, HCMV antiviral 11, LmPK inh 3%, TbPYK inhibitor -9%, AmpC no deterg -13% and AMA1 RON2 block -8%.
For COCCNC(=O)CN(C(=O)CCC(=O)Nc1cc(C)on1)c1ccccc1C the results were Sm TGR block 4%, AmpC detergent inconclusive, HCMV antiviral -17, LmPK inh 4%, TbPYK inhibitor -3%, AmpC no deterg -2% and AMA1 RON2 block 6%.
S=C(Nc1ccc(Br)cc1Cl)N1CCC2(CC1)OCCO2 was read as AmpC detergent -8%, HCMV antiviral inconclusive, LmPK inh 2%, TbPYK inhibitor -6%, AmpC no deterg -6% and AMA1 RON2 block -8%.
`CCN(CC)S(=O)(=O)c1ccc(C(=O)NCc2nnc(SCC(=O)OC)n2C)cc1` gave Sm TGR block -35%, AmpC detergent -8%, HCMV antiviral -21, LmPK inh -2%, TbPYK inhibitor -3%, AmpC no deterg -5% and AMA1 RON2 block 3%.
`CC(CNC(=O)Cn1c(-c2cccs2)cc2cc(Cl)ccc21)c1ccccc1` (centres undefined) gave Sm TGR block 1%, AmpC detergent 2%, HCMV antiviral -7 and TbPYK inhibitor -2%.
For COc1ccc(CN(C(=O)c2cc3ccccc3oc2=O)C2CCCCC2)cc1OC the results were Sm TGR block -10%, AmpC detergent 0%, HCMV antiviral -11, LmPK inh -1%, TbPYK inhibitor 2%, AmpC no deterg 110%[activator] and AMA1 RON2 block 5%.
Screening CCOC(=O)N1CCN(C(=O)CSc2nc(-c3cccc(C)c3)ns2)CC1 returned Sm TGR block inconclusive, AmpC detergent -6%, HCMV antiviral 22, LmPK inh 1%, TbPYK inhibitor -21%, AmpC no deterg 117%[activator] and AMA1 RON2 block -27%.
For CCOc1cc(C2CC(=O)Nc3c2c(C)nn3-c2nc(C)cc(C)n2)ccc1O (centres undefined) the results were Sm TGR block 5%, AmpC detergent 27%, HCMV antiviral 1 and TbPYK inhibitor 0%.
`CN(C)S(=O)(=O)c1ccc(C(=O)Nc2ccccc2F)cc1` gave Sm TGR block 1%, AmpC detergent -6%, HCMV antiviral 31, LmPK inh 0%, TbPYK inhibitor 3%, AmpC no deterg 2% and AMA1 RON2 block -16%.
`Clc1ncc(CSc2ccccc2)s1` gave Sm TGR block -6%, AmpC detergent -1%, HCMV antiviral 76, LmPK inh 0%, TbPYK inhibitor 1%, AmpC no deterg -11%[2.29 µM] and AMA1 RON2 block 69%[activator].
For CCc1c(C)c2ccc(O)c(CN(C)C)c2oc1=O the results were Sm TGR block inconclusive, AmpC detergent inconclusive, HCMV antiviral 21, LmPK inh 0%, TbPYK inhibitor -5%, AmpC no deterg -9% and AMA1 RON2 block 9%.
Screening Cc1nc2ncccn2c1-c1csc(Nc2cccc(C(=O)O)c2)n1 returned Sm TGR block -2%, AmpC detergent -1%, HCMV antiviral -8, LmPK inh 6%, TbPYK inhibitor -3%, AmpC no deterg -17% and AMA1 RON2 block -2%.
CCS(=O)(=O)N1Cc2ccccc2CC1C(=O)OCC(=O)Nc1ccc(C)cc1 (centres undefined) was read as Sm TGR block -13%, AmpC detergent inconclusive, HCMV antiviral 66, LmPK inh 5%, TbPYK inhibitor -8%, AmpC no deterg -10% and AMA1 RON2 block 11%.
Screening CCC(C(=O)NCCCN1CCOCC1)n1c2ccccc2c2nc(=O)cc(C)n21 (centres undefined) returned Sm TGR block -2%, AmpC detergent inconclusive, HCMV antiviral 45, LmPK inh -8%, TbPYK inhibitor -2%, AmpC no deterg 4% and AMA1 RON2 block -6%.
For CCOC(=O)N1CCN(C(=S)NC(=O)c2ccc(F)cc2)CC1 the results were AmpC detergent -3%, HCMV antiviral 8, LmPK inh 5%, TbPYK inhibitor -8%, AmpC no deterg -19% and AMA1 RON2 block 64%[activator].
`COc1ccc(OC)c(S(=O)(=O)N2CCN(c3ccccn3)CC2)c1` gave Sm TGR block 9%, AmpC detergent 2%, HCMV antiviral -5, LmPK inh -5%, TbPYK inhibitor -12%, AmpC no deterg 23% and AMA1 RON2 block 6%.
Screening CC1CCCN(C(=O)COC(=O)Cc2ccc(Cl)cc2)C1 (centres undefined) returned Sm TGR block -19%, AmpC detergent inconclusive, HCMV antiviral -3, LmPK inh 5%, TbPYK inhibitor -6%, AmpC no deterg 1% and AMA1 RON2 block 0%.
`CCCCC(=O)OC1=CN(Cc2ccccc2)S(=O)(=O)c2ccccc21` gave Sm TGR block 6%, AmpC detergent 17%, HCMV antiviral -7 and TbPYK inhibitor 8%.
CC[C@H](C)Cc1cn([C@@H](CCCN=C(N)N)C(=O)NCCCCCCCCCCC(=O)N2CCNCC2)nn1 was read as Sm TGR block -19%, AmpC detergent -5%, HCMV antiviral 5, TbPYK inhibitor 3%, AmpC no deterg 102%[activator] and AMA1 RON2 block 8%.
`O=C(COC(=O)CNC(=O)c1ccc(Cl)cc1Cl)NC1CCCCCCC1` gave Sm TGR block -3%, AmpC detergent inconclusive, HCMV antiviral -27, TbPYK inhibitor 2%, AmpC no deterg 33% and AMA1 RON2 block 3%.
CCS(=O)(=O)N1CCN(c2ccccc2)CC1 was read as Sm TGR block 2%, AmpC detergent 0%, HCMV antiviral -28, LmPK inh 3%, TbPYK inhibitor -7%, AmpC no deterg -4% and AMA1 RON2 block -7%.
`Cc1cccc(NC(=O)c2cccc(S(=O)(=O)Nc3c(C)n(C)n(-c4ccccc4)c3=O)c2)c1` gave HCMV antiviral 3, TbPYK inhibitor 1% and AMA1 RON2 block 1%[11.6 µM].
For O=C(N/N=C/c1cccs1)c1cc(C2CC2)nc2ccccc12 the results were Sm TGR block 9%, AmpC detergent -11%, HCMV antiviral -22, LmPK inh 0%, TbPYK inhibitor -4%, AmpC no deterg -48% and AMA1 RON2 block 55%[activator].
For CCOC(=O)/C=C/C(=O)Nc1ccc(S(=O)(=O)Nc2c(C)cc(C)cc2C)cc1 the results were Sm TGR block -9%, AmpC detergent inconclusive, HCMV antiviral -13, LmPK inh 1%, TbPYK inhibitor -5%, AmpC no deterg -49% and AMA1 RON2 block -5%.
CCN(C(=O)CSc1nc2ccccc2n1CC(C)C)c1c(N)n(Cc2ccccc2)c(=O)[nH]c1=O was read as HCMV antiviral -20, TbPYK inhibitor 0% and AMA1 RON2 block 29%.
`Cc1[nH]c(-c2ccc(F)cc2)cc1C(=O)N1CCN(c2ccc(Cl)cc2)CC1` gave Sm TGR block -3%, AmpC detergent 2%, HCMV antiviral inconclusive, LmPK inh 0%, TbPYK inhibitor 5%, AmpC no deterg 37% and AMA1 RON2 block -2%.

Grouped by structure: the compounds so far containing an aryl methoxy group.
For COc1cc(/C=N/NC(=O)c2ccncc2)ccc1OCC(=O)Nc1ccccc1 the results were Sm TGR block -13%, AmpC detergent -5%, HCMV antiviral 39, LmPK inh 0%, TbPYK inhibitor 1%, AmpC no deterg -12% and AMA1 RON2 block 33%.
Screening COc1ccc(OC)c(NC(=O)C(Sc2ccccc2)c2ccccc2)c1 (centres undefined) returned Sm TGR block 38%[activator], AmpC detergent 6%, HCMV antiviral 11, LmPK inh 3%, TbPYK inhibitor -9%, AmpC no deterg -13% and AMA1 RON2 block -8%.
For COc1ccc(CN(C(=O)c2cc3ccccc3oc2=O)C2CCCCC2)cc1OC the results were Sm TGR block -10%, AmpC detergent 0%, HCMV antiviral -11, LmPK inh -1%, TbPYK inhibitor 2%, AmpC no deterg 110%[activator] and AMA1 RON2 block 5%.
`COc1ccc(OC)c(S(=O)(=O)N2CCN(c3ccccn3)CC2)c1` gave Sm TGR block 9%, AmpC detergent 2%, HCMV antiviral -5, LmPK inh -5%, TbPYK inhibitor -12%, AmpC no deterg 23% and AMA1 RON2 block 6%.

Compound activity from PubChem.
